Sm TGR inh – blocks Schistosoma mansoni thioredoxin glutathione reductase; purified TGR, DTNB reduction, TNB absorbance 405 nm; 360,000 tested, 3% active; AID 485364; Potency, µM (doses to about 114 µM), for the others: top-dose activity change, negative = inhibition, usual class: inhibitors; note: potency is the fitted concentration of half-maximal effect; nearly all actives have a fitted effect of over 60% in size
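First, TGR (20 nM dispensed) and NADPH were mixed with compound. Second, a 15 min room-temperature incubation followed. Third, further NADPH and then DTNB were added to start the reaction. Finally, TNB absorbance was monitored kinetically.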
HCV inhibitor – inhibitors of hepatitis C virus infection | Huh7.5.1 HCVcc-Cre infection, luciferase reporter, 44 h | AID 651820 | 340,000 tested, 3.4% active | Potency, µM (highest dose often 41.8 µM), for inactives: at the highest dose activity change, negative = inhibition, actives largely listed as inhibitors; note: potency is the fitted concentration of half-maximal effect
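Cells (1,000/well) were plated 4 h before compound, then infected with HCVcc-Cre virus (~0.5 moi). After 44 h further culture, infection was read as luciferase luminescence following a 15 min substrate incubation at room temperature.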
HCMV antiviral – human cytomegalovirus inhibition; HFF cells, HCMV-luciferase reporter, 72 h; stronger effect = lower value; activity change, negative = inhibition, % at 57.5 µM; 410,000 tested, 4.5% active; AID 1259415; in the data active = activity change below about -60%; inconclusive = no clear call, values can overlap the other calls; inactive = above about -39%
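Two compound doses tested in HFFs infected with HCMV-luciferase, MOI 1 PFU/cell, 72 h at 37C. Lysate luminescence read with OneGlo; data normalized against buffer-only and 10uM Salinomycin inhibitor controls.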
FBPA Giardia inh – inhibitors of Giardia lamblia fructose-1,6-bisphosphate aldolase; purified Giardia FBPA; Potency, µM (doses to about 59.6 µM), for inactives: at the highest dose activity, negative = inhibition, usual class: inhibitors; A8B2U2; AID 2451; 290,000 tested, 0.71% active; note: potency is the fitted concentration of half-maximal effect; nearly all actives have a fitted effect of over 55% in size
Target sequence (A8B2U2 whole entry, looked up): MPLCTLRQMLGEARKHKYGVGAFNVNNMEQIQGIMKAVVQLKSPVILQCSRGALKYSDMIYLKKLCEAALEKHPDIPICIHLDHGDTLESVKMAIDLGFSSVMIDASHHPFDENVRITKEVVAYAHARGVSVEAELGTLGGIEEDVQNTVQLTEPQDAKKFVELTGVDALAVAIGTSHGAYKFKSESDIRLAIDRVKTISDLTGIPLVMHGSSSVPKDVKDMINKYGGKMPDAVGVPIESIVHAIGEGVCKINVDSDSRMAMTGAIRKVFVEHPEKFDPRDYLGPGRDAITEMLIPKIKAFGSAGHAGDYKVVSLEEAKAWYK
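Giardia FBPA (40 nM reagent) was preincubated 10 min at RT with compound (up to 57.5 uM final), then substrate plus GAPDH/TPI/NAD/arsenate coupling system with diaphorase/resazurin was added; resorufin fluorescence (525/598 nm) was read after 20 min.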
AmpC detergent – AmpC beta-lactamase inhibition with detergent present | P00811 | AID 485294 | AmpC hydrolysis of nitrocefin, absorbance 480 nm, 0.01% Triton | 370,000 tested, 0.041% active | Potency, µM (top dose mostly 114 µM), for the others: at the top dose activity change, negative = inhibition, usual class: inhibitors;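 note: potency is the fitted concentration of half-maximal effect; 0% = no-compound wells and -100% = no-enzyme wells; nearly all actives have a fitted effect of over 25% in size; some results filed as inactive show a strong effect at the top dose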
Target sequence (P00811 whole entry, looked up): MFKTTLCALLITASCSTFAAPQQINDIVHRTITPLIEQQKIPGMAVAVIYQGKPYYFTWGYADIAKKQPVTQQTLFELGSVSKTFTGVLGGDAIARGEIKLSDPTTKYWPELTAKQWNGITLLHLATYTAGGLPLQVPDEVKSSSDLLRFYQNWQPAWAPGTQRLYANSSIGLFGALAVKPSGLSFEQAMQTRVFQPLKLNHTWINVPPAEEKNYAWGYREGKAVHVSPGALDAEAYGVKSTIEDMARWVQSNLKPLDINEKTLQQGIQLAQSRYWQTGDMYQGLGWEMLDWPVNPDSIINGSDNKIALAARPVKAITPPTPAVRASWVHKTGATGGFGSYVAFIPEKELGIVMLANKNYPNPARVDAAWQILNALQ
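20 mM phosphate pH 7.0 + 0.01% (detergent screen) or 0.0001% Triton X-100; 5.3 nM AmpC reagent; cpd preinc 15 min RT; nitrocefin (800 uM stock) to start; A480 q20 s × 4 min; Activity was normalised to no-enzyme and no-compound control wells.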
AmpC no deterg – AmpC beta-lactamase inhibition without detergent; P00811; AmpC nitrocefin hydrolysis, absorbance 480 nm, 0.0001% Triton; Potency, µM (series often up to 57.1 µM), without a hit: at the top dose activity change, negative = inhibition, most hits filed as inhibitors; 330,000 tested, 0.52% active; AID 485341;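 note: potency is the fitted concentration of half-maximal effect; plate controls were no compound for no effect and no enzyme for full effect; nearly all actives have a fitted effect of over 20% in size; some results filed as inactive show a strong effect at the top dose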
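AmpC (5.3 nM in the dispensed reagent) in 20 mM phosphate pH 7.0 with 0.01% (detergent screen) or 0.0001% Triton X-100 was preincubated with compounds for 15 min at room temperature. Nitrocefin was then added from an 800 uM solution, and hydrolysis was followed at 480 nm.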
* marks the source's active call; other numbers are inactive results; ? = inconclusive; · = not tested or not shown; & = joins results of further samples; [ ] = dose if it differs, or a comment. Unless noted, calls come from the whole dose curve; as a rule, active = well fitted curve in the direction sought with a large enough effect; inconclusive = small, poorly fitted or top-dose-only effect, or another doubt; inactive = no such curve, though single readings can be large; an effect the other way counts as inactive or inconclusive. Unless noted, % is set by controls: 0 for no effect and ±100 for the full control effect.

Values run as follows: Sm TGR inh	HCV inhibitor	HCMV antiviral	FBPA Giardia inh	AmpC detergent	AmpC no deterg
1: COc1ccc2oc(=O)c(-c3cn4c(n3)sc3cc(F)ccc34)cc2c1
    1%	·	-29	·	9%	·
2: Oc1ccc(N=Nc2nccs2)c(O)c1
    -4%	?	·	?	-10%	-38%
3: COc1ccc(NS(=O)(=O)c2ccc(-n3cnnn3)cc2)cc1OC
    2%	?	-24	·	3%	-14%
4: Cc1ccc(NC(=O)COc2cccc(/C=C3\SC(=S)N(CCC(=O)O)C3=O)c2)cc1Cl
    -9%	-25%	-26	13%	-13%	-21%
5: CC(=O)c1cccc(NC(=O)c2cc(-c3ccncc3)nc3ccccc23)c1
    -4%	?	5	·	-3%	-2%
6: Cc1cc(/C=C2/C(=O)NC(=O)N(Cc3ccco3)C2=O)c(C)n1-c1ccccc1
    ?	3%	-34	-4%	?	-31%
7: O=c1c2ccccc2ncn1Cc1nc2ccccc2s1
    -16%	25%	10	-10%	-14%	1%
8: COCCNC(=O)/C(C#N)=C/c1ccc(C(=O)O)cc1
    9%	15%	-39	2%	?	-15%
9: Cc1ccsc1C(=O)NNC(=O)COc1ccc(Br)cc1
    ·	19%	-16	·	·	-10%
10: CCOC(=O)c1c(C)c(C(=O)N2CCCCCC2)c(C)n1C
    0%	-1%	27	20%	-10%	48%
11: CC(=O)c1ccc(NC(=O)COC(=O)Cc2ccsc2)cc1
    ·	20%	25	·	·	-29%
12: CCNc1nc(Sc2ccc(C)cc2)cc(C(F)(F)F)n1
    3%	?	14	-1%	-9%	-10%
13: COc1ccc(CNC(=O)c2cnc3sc(N4CCCC4)nn3c2=O)c(OC)c1
    4%	·	?	·	13%	·
14: COC(=O)c1ccc(CN2C(=O)c3ccccc3C2=O)o1
    -7%	4%	0	7%	0%	-2%
15: COc1cc([N+](=O)[O-])ccc1N/C=C/C(=O)c1cccs1
    -4%	?	26	2%	0%	-39%
16: O=C(COc1ccc(F)cc1)NCC1(N2CCOCC2)CCCCC1
    -1%	20%	-14	·	-22%	-3%
17: N#CCCn1cc(CNCc2ccccc2)c(-c2cccc([N+](=O)[O-])c2)n1
    ·	-8%	-26	1%	1%	22%
18: CCOC(=O)c1cccc(NC(=O)N2CC(CC)Sc3ccccc32)c1 (configuration not stated)
    6%	·	?	·	18%	·
19: O=C(c1cc2cc(Br)cc(Br)c2oc1=O)N1CCOCC1
    -29%	5%	18	2%	-11%	-18%
20: O=C(Nc1ccccc1)/C(=C/c1cccc(Br)c1)NC(=O)c1ccco1
    -2%	-2%	2	-2%	?	-16%
21: Cc1cc(OC2CCCCC2)nc(NCc2ccccc2)n1
    7%	8%	-1	5%	-10%	-15%
22: Cc1noc2ncnc(SCc3ccc(C(F)(F)F)cc3)c12
    4%	-8%	?	2%	4%	-35%
23: Cc1cc(C)n2cc(CSc3nncn3C)nc2n1
    -3%	17%	-13	2%	?	-1%[2.29 µM]
24: COc1cc2c(cc1NC(=O)Cn1cnc3c1c(=O)n(C)c(=O)n3C)oc1ccccc12
    6%	·	·	0%	-11%	6%
25: Cc1nc2c(cnn2-c2ccccc2)c(=O)[nH]1
    1%	18%	?	-1%	3%	1%
26: c1ccc(N2CCN(c3ncnc4sc5c(c34)CCC5)CC2)cc1
    -2%	10µM*	-76*	0%	-13%	-10%
27: O=C1CCN(S(=O)(=O)c2ccc(Cl)cc2)CCN1
    2%	29%	-19	1%	2%	-3%
28: Cc1ccc(NS(=O)(=O)c2c(C(=O)N3CCCC3)c(C)n(C)c2C)cc1
    -3%	24%	-29	0%	-6%	0%
29: COc1cc(C(CCN2CCOCC2)c2c(OC)cc(OC)c3c(C)cc(=O)oc23)cc(OC)c1OC (configuration not stated)
    -23%	-1%	53	-2%&1%	-6%	222%[activator]
30: COc1ccc(C2(C(=O)c3ccccc3)C(=O)c3ccccc3C2=O)cc1
    ?	3.5µM*	·	-10%	-6%	-4%
31: Cc1ccccc1Cn1nnc2sc3c(c2c1=O)CCCC3
    10%	·	?	·	31%[activator]	·
32: COCCCN1C(=O)/C(=C\c2ccc3c(c2)OCO3)C(C(=O)OC)=C1C
    27%	-12%	?	0%	3%	9%
33: COc1ccc(OCC(O)CN2CCN(c3ncccn3)CC2)cc1 (configuration not stated)
    0%	14%	-37	2%	-11%	-28%
34: O=C(OC1CCOC1=O)c1ccc(S(=O)(=O)N2CCCCCC2)cc1 (configuration not stated)
    -21%	-1%	37	20%	-8%	-2%
35: O=C(NC1CCCCCC1)c1ccc(CS(=O)c2ccc(Br)cc2)o1 (configuration not stated)
    -1%	·	15	·	-2%	·
36: C=C(C)CSc1nnc(-c2cccc(Cl)c2)n1N
    0%	-9%	36	-16%	-2%	-14%
37: Cc1ccc(C)c(N2CCN(C(=O)C3CCCN(S(=O)(=O)c4c(C)[nH]c(=O)[nH]c4=O)C3)CC2)c1 (configuration not stated)
    4%	18%	·	1%	?	41%
38: O=C(Nc1ccccc1Cl)Nc1ccnn1C1CCN(C(=O)c2cscn2)CC1
    -3%	14%	-6	·	3%	-23%
39: Cc1ccccc1NC(=O)Cc1nc(COC(=O)COc2ccccc2C(C)C)cs1
    -14%	20%	-16	·	-7%	2%
40: CCc1c(O)nc(SCc2ccccc2)n(C(C)CC)c1=O (configuration not stated)
    -1%	13%	48	8%	-2%	-25%
41: CCCc1nnc(NC(=O)CN2CCN(C)CC2)s1
    1%	-4%	-2	?	2%	·
42: CCCCn1c(N)c(C(=O)OCCOC)c2nc3ccccc3nc21
    -14%	7%	-3	-23%	-1%	49%
43: COc1ccc2[nH]cc(CCNC(=S)NCCc3ccccc3)c2c1
    36%[activator]	?	-14	-4%	-13%	-33%
44: Cc1noc(NC(=O)c2ccc(Cl)cc2)c1Cl
    -10%	7%	1	-3%	-13%	-24%
45: Cc1cc(C)nc(NC(=O)/C=C/c2ccc(Cl)cc2)n1
    5%	-14%	62	5%	-10%	-7%
46: CCOC(=O)c1ccc(-n2c(CN3CCC(C(N)=O)CC3)nc3ccc([N+](=O)[O-])cc3c2=O)cc1
    11µM*	-23%	5	-15%	?	19%
47: Cc1c(C(=O)N2CCOCC2)sc2ncnc(N3CCc4ccccc4C3)c12
    -3%	8%	13	-1%	0%	71%[activator]
48: CCc1nc2ccc(C(=O)Nc3ccc(NC(C)=O)cc3)cc2nc1CC
    0%	?	30	7%	-7%	-5%
49: Cc1cccc(N2C(=O)c3cccc4c(N(C)CCO)ccc(c34)C2=O)c1
    -15%	11µM*	·	?	?	16%
50: CCOC(=O)C1=C(C)NC(C)=C(C(=O)OCC)C1C(=O)OCC(=O)N1c2ccccc2CC1C (configuration not stated)
    -2%	?	20&12	1%	-3%	96%[activator]
51: CC(C)(C)CC(=O)Nc1ccc(C(N)=O)cc1
    -3%	2%	57	-5%	?	-19%
52: CC(C)n1cnc2c(Nc3ccc(C(=O)O)cc3)nc(Cl)nc21
    0%	9%	19	4%	-1%	-17%
53: COc1ccc(-c2noc(CN3CCN(c4ccccc4OC)CC3)n2)cc1OC
    36%	·	-10	·	16%	·
54: COc1ccc(C2CC(c3ccccc3)=NN2C(=O)CN2CCN(Cc3ccccc3)CC2)cc1 (configuration not stated)
    -9%	?	17	0%	2%	43%
55: Cc1cc2c(cc3c(SCc4ccc(Cl)cc4)nnc(C)n32)o1
    0%	·	-12	·	-3%	·
56: Cc1cccc(C(=O)N(Cc2nc(-c3ccc(Cl)cc3)no2)C(C)C)c1
    2%	·	-5	·	6%	·
57: COc1ccc(OCC(O)CN2C(=O)c3ccccc3C2=O)cc1 (configuration not stated)
    -33%	13%	15	12%	-9%	-12%
58: Cc1nn(Cc2ccccc2)c(Cl)c1/C=C/C(=O)OCC(=O)NC(C)C(C)C (configuration not stated)
    0%	?	-6	10%	-11%	-2%[11.4 µM]
59: CCOc1cc(C(=O)N2CCCC2)cc(OCC)c1OCC
    1%	-16%	45	0%	5%	5%
60: Cn1c(N)c(C(=O)COC(=O)CCC2CCCCC2)c(=O)n(C)c1=O
    -1%	18%	-4	1%	-2%	69%[activator]

More compounds:
Values run as follows: Sm TGR inh	HCV inhibitor	HCMV antiviral	FBPA Giardia inh	AmpC detergent	AmpC no deterg
61: O=C(CN1CCSc2ccccc21)N1CCN(c2cccc(Cl)c2)CC1
    -8%	·	5	·	-7%	·
62: O=C(CN1C(=O)C2CCCN2c2ncc(Cl)cc21)NCc1ccc2c(c1)OCO2 (configuration not stated)
    -28%	?	-13	-4%	?	1%
63: CC12CCC(=O)N1C(C(=O)Nc1nc(-c3ccccc3)cs1)CS2 (configuration not stated)
    1%	?	-10	·	-20%	-9%
64: CCC1CCCCN1S(=O)(=O)c1cc2c3c(c1)CC(=O)N3CCC2 (configuration not stated)
    8%	·	-1	·	3%	·
65: Cc1onc(-c2ccccc2)c1C(=O)N/N=C/c1ccc([N+](=O)[O-])s1
    -36%	?	-28	-18%	?	-26%
66: CC(C)c1cc(C(=O)N2CCCC(CCC(=O)N3CCN(c4ccccn4)CC3)C2)no1 (configuration not stated)
    -1%	?	-62*	0%	-7%	75%[activator]
67: COc1ccc(Nc2nc3c(C)cccc3cc2C#N)c(OC)c1
    -2%	-16%	5	0%	-10%	-16%
68: CC/C(=N\NC(=O)CNC(=O)/C=C/c1ccc(OC)cc1)c1ccccc1
    5%	-27%	16	4%	-10%	-8%
69: COC(=O)C1=C(c2ccccc2OCc2ccccc2)C[C@@H]2CC[C@H]1N2C(=O)NCCN1CCOCC1
    3%	11%	-9	·	7%	225%[activator]
70: CCOC(=O)N1CCN(C(=O)Nc2ccc3nc(-c4ccccn4)c(-c4ccccn4)nc3c2)CC1
    -3%	-22%&-7%	-2	?	-2%	19%
71: COc1ccc(OC)c(CNc2ncc(-c3cccc([N+](=O)[O-])c3)n2C)c1
    -23%	-7%	-25	28µM*	?	-7%
72: Fc1ccc(-n2cc(CNCCc3cccnc3)c(-c3ccccc3Cl)n2)cc1
    ·	-22%	-5	0%	-5%	102%[activator]
73: COc1ccc2c(c1)c1c(c(=O)n(-c3ccccc3C)c(=O)n1C)n2C
    8%	·	-10	·	-4%	·

By substructure: the compounds so far with two or more sulfur atoms (two)
Values run as follows: Sm TGR inh	HCV inhibitor	HCMV antiviral	FBPA Giardia inh	AmpC detergent	AmpC no deterg
4: Cc1ccc(NC(=O)COc2cccc(/C=C3\SC(=S)N(CCC(=O)O)C3=O)c2)cc1Cl
    -9%	-25%	-26	13%	-13%	-21%
63: CC12CCC(=O)N1C(C(=O)Nc1nc(-c3ccccc3)cs1)CS2 (configuration not stated)
    1%	?	-10	·	-20%	-9%

From PubChem BioAssay
